Screens deposited in PubChem by National Center for Advancing Translational Sciences (NCATS).
Pf Dd2 growth – inhibitors of Plasmodium falciparum Dd2 growth; 4.3% of 120,000 active; P. falciparum Dd2 growth, SYBR Green, 72 h; Potency, µM (titrated, usually from 28.9 µM), without a hit: at the top dose activity, negative = inhibition, hits mostly inhibitors; AID 1347417; active = well fitted inhibition curve with a large enough effect; inconclusive = small, poorly fitted or top-dose-only effect; inactive = no such curve, though single readings can be large or run the other way;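 also: plate controls were DMSO vehicle for no effect and reference drug for full effect; nearly all actives have a fitted effect of over 65% in size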
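Infected erythrocytes (Dd2, 0.3% parasitemia, 2.5% hematocrit final) are added to compound in RPMI-1640/Albumax II medium, grown 72 h at 37C in low oxygen, then lysed with saponin/Triton-X containing SYBR Green and read by fluorescence.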
An asterisk follows results filed as active; i = inactive; ? = inconclusive; [ ] = another dose, or the depositor's remark. Potency is read from the fitted curve at half-maximal effect. These rows are one share of the data, so the mix of outcomes need not match the whole.

SMILES	Pf Dd2 growth
CCOc1ccc(NC(=O)C2CCCN(c3ccc(Sc4ccc(C)cc4)nn3)C2)cc1 (stereo not drawn)	?
COc1cccc(C(=O)N2C(C(=O)NC(C)C)COC23CCN(C(=O)c2cccc(F)c2)CC3)c1 (stereo not drawn)	-18%
COCCc1noc(-c2ccccc2OC2CN(C(=O)CC3CCCC3)C2)n1	?
Cn1nccc1CN1CCn2c(nnc2C2CCCNC2)C1 (stereo not drawn)	-6%[44.1 µM]
COCCOCC1(CNC(=O)c2cnccn2)C[C@@H](O)[C@@H](O)C1 (stereo partly drawn)	?
Cc1noc(C)c1S(=O)(=O)N1CCn2ncc(C(=O)Nc3ccc(Cl)cc3Cl)c2C1	-26%
C=CCOC(=O)C1=C(C)N=C2SC=C(CC(=O)N3CCCC3)N2C1c1ccc(OC)cc1OC (stereo not drawn)	-15%
O=C(Nc1cccnc1)c1nc2c(o1)CCN(Cc1ccc3[nH]ccc3c1)CC2	?
CN1CC(=O)N(c2ccc(Cl)cc2)Cc2c(NC3CCCCC3)ncnc21	-2%
COc1ccc(CN2CCNc3cnc(Nc4ccccc4)cc3C2)cc1	i
COCCOCC1(CNC(=O)C2CCCC2)C[C@@H](O)[C@@H](O)C1 (stereo partly drawn)	13%[44.1 µM]
CCC(=O)N(C1CCOCC1)C1CCN(S(=O)(=O)c2cc(F)cc(F)c2)CC1	-6%
O=C(NCC1CC1)c1cccc(OC2CN(Cc3ccc(OC(F)(F)F)cc3)C2)c1	8.9µM*
O=C(NCc1cccnc1N1CCOCC1)c1ccco1	6%
O=C(c1cccnc1)N1CCC2(CC1)C(=NC1CCCC1)NC(=O)N2c1cc(F)cc(F)c1	10%
O=C(CC1=C2CCCCC2NC1=O)NC1CCCC1 (stereo not drawn)	-18%
CC[C@@]1(C(=O)O)C[C@H](C(=O)NCCOC)[C@H](c2ccc(OC)cc2)N1C	-1%
O=C1[C@@H]2C[C@@H](CN2C(=O)c2cncnc2)Oc2ccccc2N1Cc1ccccn1	-4%[44.1 µM]
CN(CC1CCOCC1)C(=O)c1cc(F)cc(F)c1	-16%
Cc1cc(C)cc(-n2ccn3c(CC(C)(C)CC(=O)O)nnc3c2=O)c1	46%[activator]
Cc1ccc2ncc(C(=O)Nc3ccc(F)cc3F)c(=O)n2c1	57%[activator]
O=C1[C@H]2CN(Cc3ccc(C(F)(F)F)cc3)C[C@H]2C(=O)N1CCc1ccccc1	i
O=C(NC[C@H]1Cn2c(-c3ccc(F)cc3)cnc2CO1)NC1CCCCC1	i
COCC1CN(C2CCC2)CC12CCN(C(=O)C1CC1)CC2 (stereo not drawn)	5%
COC(=O)c1cc2oc(C)cc2n1CC(=O)Nc1cc(Cl)ccc1OC	?
CCC(Oc1ccccc1F)C(=O)N1CCC(c2nc3ccccc3s2)CC1 (stereo not drawn)	-15%
Cc1noc(C)c1-c1cc(-c2ccc(CO)cc2)cn2cncc12	-23%[44.1 µM]
Cc1cccc(S(=O)(=O)N2C[C@@H]3CCCN4CCC[C@@H]([C@H]34)[C@H]2CCCC(=O)N2CCOCC2)c1	?
Cc1csc2nc(COC(=O)CNC(=O)c3ccccc3)cc(=O)n12	7%
CC(C)(C)OC(=O)N1CCC(c2c(C(=O)N3CCN(c4ccccn4)CC3)cnn2-c2ccc(F)cc2F)CC1	?
CC(C)(C)CC(=O)N[C@@H]1C=C(C(=O)NCC(N)=O)C[C@@H](O)[C@@H]1O	-22%[44.1 µM]
O=C(CSc1nc(=O)n(Cc2ccccn2)c2c1CCC2)Nc1cccc(Cl)c1	-14%
Cc1cccc(NC(=O)C(=O)c2cc(C)n(-c3ccccc3)c2C)c1C	4%[0.594 µM]
CC(C)c1nn2c(=O)cc(COC(=O)c3cccc(NC(=O)CCc4ccccc4)c3)nc2s1	25%
Cc1ccc(NC(=O)CN2CCN(C3CCCCC3)C(=O)C2=O)cc1C	25%
COc1ccc(NC(=O)CN2C(=O)COc3ccc(S(=O)(=O)N4CCCCCC4)cc32)cc1	9%
CCOc1cccc(-c2nc(C(=O)NCC3CCCO3)cs2)c1 (stereo not drawn)	i
Cc1noc(C)c1Cc1ccc(C(=O)N2CCCCCCNC(=O)[C@@H]3CCCC[C@@H]32)o1	?
COCC(=O)N[C@H]1C[C@@H](CO)N(Cc2ccc(C)s2)C1	5%
Cc1noc(-c2ccc(C(C)(C)C)cc2)c1C(=O)NCc1cccc(Cl)c1	-1%

Arranged by count of non-hydrogen atoms (ascending): 3 of the compounds above
SMILES	Pf Dd2 growth
Cc1noc(C)c1Cc1ccc(C(=O)N2CCCCCCNC(=O)[C@@H]3CCCC[C@@H]32)o1	?
Cc1cccc(S(=O)(=O)N2C[C@@H]3CCCN4CCC[C@@H]([C@H]34)[C@H]2CCCC(=O)N2CCOCC2)c1	?
CC(C)(C)OC(=O)N1CCC(c2c(C(=O)N3CCN(c4ccccn4)CC3)cnn2-c2ccc(F)cc2F)CC1	?

Further results
SMILES	Pf Dd2 growth
COCCC(=O)N1[C@H]2CC[C@@H]1c1cnc(-c3ccc(F)cc3)nc1C2	-11%
CCOc1ccc(NC(=O)NCc2ccc3c(c2)CCN3C(C)=O)cc1	i
Cc1ccc(C)c(CN2CCc3nc(N(C)Cc4cccnc4)[nH]c(=O)c3CC2)c1	?
NC(=O)C1CCN(S(=O)(=O)c2cc3c(cc2Cl)NC(=O)CO3)CC1	i
CNC(=O)[C@@H](C1CC1)N1CCC[C@H]1C(=O)NCCOC	1%[44.1 µM]
Cc1ccc2ccc3cc(C(=O)Nc4ccc(C)c(F)c4)nc3c2[nH]1	?
COc1ccc2nc3n(c2c1)[C@@H](CNC1CCOCC1)COC3	i
Cc1ccc(NC(=O)C2CC(=O)Nc3ncnn32)cc1 (stereo not drawn)	-6%
NC(=O)N1CCCC(C(=O)NCc2ncc3c(n2)CCC3)C1 (stereo not drawn)	-7%
Cn1cccc1C(=O)N1CCc2nn(Cc3ccccc3)c(=O)n2CC1	?
CCOC(=O)c1c(S(=O)(=O)N2CCCC(C(=O)Nc3cccc(Cl)c3)C2)c(C)n(C)c1C (stereo not drawn)	i
COCCn1c(CNC(=O)c2cccc(N(C)C)c2)nc2cccnc21	-2%
CC(C)CCOc1ccc(C(=O)Nc2sc3c(c2C#N)CCCCC3)cc1	21%
CN(C)CCNc1cc2c(cn1)NCCN(Cc1ccccc1)C2	i
Cc1cccc(C(=O)Nc2ccc(-c3nc4ncccc4o3)cc2C)c1	i
COCc1cn([C@H]2CO[C@H]3[C@@H]2OC[C@H]3OC(=O)Nc2cccc(C#N)c2)nn1	i
Cn1ccc2c(OCC(=O)NCc3ccc(F)cc3)cccc2c1=O	35%[activator]
O=C(c1ccc(C(F)(F)F)cc1)N1CCC(N2CCCOC2=O)CC1	2%
COC(=O)C1=C(C)N=C2SC=C(CC(=O)NCC3CCCO3)N2C1c1ccc(OC)cc1OC (stereo not drawn)	i
CCN(C(=O)Cn1cnc2onc(-c3ccc(F)cc3)c2c1=O)c1cc(C)ccc1C	10µM*
COC1CCOC2(CCN(S(=O)(=O)c3ccccc3C)CC2)C1 (stereo not drawn)	-5%
Cc1ccc(C(=O)N[C@H](c2ccc(F)cc2)C2CC(O)C2)cc1N1CCNC1=O (stereo partly drawn)	7%
COCCOc1ccc(-c2noc([C@@H]3CCCN3Cc3cccnc3)n2)cn1	?
CCC(CC)C(=O)NC[C@H]1O[C@@H](CC(=O)N2CCN(c3ccccn3)CC2)[C@H](O)[C@@H]1O	-18%[44.1 µM]
c1ccc(OCc2noc(-c3ccc(NC4CCSC4)nc3)n2)cc1 (stereo not drawn)	10µM*
COc1ccc(-c2cc(N3CCOCC3=O)c3cncn3c2)cc1OC	25%[44.1 µM]
COc1ccc(-c2nnc(SCC(=O)Oc3cccc(C)c3C)o2)cc1	29%
Cc1ccc(CN2C[C@@H]3C(=O)N(CCc4ccccc4)C(=O)[C@@H]3C2)cc1	-6%
Cc1ccc(CNC(=O)CN2CC3CC(C2)[C@H]2CCCC(=O)N2C3)cc1 (stereo partly drawn)	-17%
COc1cccc(CNC(=O)c2ccc(-c3nc(CS(=O)(=O)c4ccccc4)c(C)o3)cc2)c1	-14%
O=C(Nc1nc2ccc(Cl)cc2s1)c1ccc(S(=O)(=O)N2CCCC2)cc1	12%
O=C(CSc1nc2c(c(=O)[nH]1)CN(Cc1ccc3c(c1)OCO3)CC2)Nc1ccccc1Cl	22%
O=S(=O)(c1cccnc1)N1CCC(c2nc(C3CC3)no2)C1 (stereo not drawn)	38%[activator]
COCCNC(=O)[C@@H]1C[C@H](Oc2ccccc2)CN1C(=O)c1nn(C)c2ccccc12	-1%
CCc1cccc(NC(=O)Cn2nc(-c3ccc(OC)cc3)ccc2=O)c1	17%
COc1cc(-c2noc(-c3nc(-c4ccccc4F)no3)n2)cc(OC)c1OC	i
CCCC(=O)N1CC(c2nc(C)no2)C2(CCOCC2)C1 (stereo not drawn)	7%
Cc1noc2c(-c3cccc(CO)c3)cc(-c3ccc(F)cc3)nc12	15%[44.1 µM]
CCc1cccc(NC(=O)N2[C@H]3CC[C@@H]2c2cncnc2C3)c1	-8%
O=C(NCCc1nc(-c2ccccc2)cs1)C1NCCc2[nH]cnc21 (stereo not drawn)	4%

Reprinted at random: 3 entries already listed.
SMILES	Pf Dd2 growth
CCC(CC)C(=O)NC[C@H]1O[C@@H](CC(=O)N2CCN(c3ccccn3)CC2)[C@H](O)[C@@H]1O	-18%[44.1 µM]
O=C(Nc1cccnc1)c1nc2c(o1)CCN(Cc1ccc3[nH]ccc3c1)CC2	?
Cc1ccc(NC(=O)CN2CCN(C3CCCCC3)C(=O)C2=O)cc1C	25%

In a second layout: entries from further up.
molecule,Pf Dd2 growth
COc1ccc(-c2nnc(SCC(=O)Oc3cccc(C)c3C)o2)cc1,29%
Cc1ccc(CN2C[C@@H]3C(=O)N(CCc4ccccc4)C(=O)[C@@H]3C2)cc1,-6%

Continued:
SMILES	Pf Dd2 growth
COCCNC(=O)c1cc(C)nc2onc(C3CCCNC3)c12 (stereo not drawn)	3%
CC1=C[C@@H](CNC(=O)c2ccccc2)[C@H](C(C)C)C[C@H]1Cc1nc2ccncc2[nH]1	?
COc1cc(OC)c(NC(=O)c2c(N3CCCC3=O)c3cc(C)ccc3n2C)cc1Cl	?
COc1ccc(CN2CCCC23Cc2ccccc2N(C(=O)c2ccc(Cl)cc2)C3)cc1 (stereo not drawn)	?
NC(=O)[C@H](CC1CCCCC1)NC(=O)[C@H]1CN(C(=O)C2CCNCC2)CCN1C(=O)c1cccs1	12%
CN1C(=O)CS(=O)(=O)C12CCN(C(=O)c1ccc(F)cc1F)CC2	28%
CSc1ncc(Cl)c(C(=O)Nc2nc3ccc(F)cc3s2)n1	16%
CCc1ccc(C2CC(C(=O)NCc3ccc4c(c3)OCO4)CN(C(=O)c3ccc(F)cc3)C2)cc1 (stereo not drawn)	i
Cc1ccc(NC(=O)c2sc(-n3nc(C)c(CCC(C)C)c3C)nc2C)cc1C	?
O=Cc1cccc(-c2cncc(C(=O)O)c2)c1	i
Nc1nc(CC(=O)N[C@H](c2ccccn2)C2CC(O)C2)cc(=O)[nH]1 (stereo partly drawn)	-16%
C=CCNC(=O)c1c[nH]c2cccnc12	9%[44.1 µM]
COc1ccc(CN2CC(CN[S+](=O)([O-])c3ccccc3)C3(C2)CN(c2ccccc2)C3)cc1O (stereo not drawn)	?
O=C(CCc1c[nH]c2ccccc12)N1CCC(c2noc(C3CC3)n2)C1 (stereo not drawn)	i[5.79 µM]
COc1ccc(CN2CCC(CO)(CN3CCCC3)CC2)cc1OC	-14%
CC(C)OCCCn1c(=O)c2ccccc2n2c(-c3ccc(F)cc3)nnc12	-5%
COc1cc(NC(=O)N[C@H]2CO[C@H]3[C@@H]2OC[C@@H]3Nc2nccc(-c3ccc(N(C)C)cc3)n2)cc(OC)c1	13µM*
CCOC(=O)c1c(C)oc2nc(C)nc(NCc3ccc(C)cc3)c12	?
N#Cc1cccc(NC(=O)O[C@@H]2CO[C@H]3[C@@H]2OC[C@@H]3Nc2nccc(-c3ccc4c(c3)OCO4)n2)c1	-21%
Cc1oc(-c2ccc(C(=O)NCCCOC(C)C)cc2)nc1CS(=O)(=O)c1ccccc1	16%
O[C@H]1[C@H](NCc2ccccn2)[C@H]2CO[C@H](O2)[C@@H]1N1CCCC1	?
COC(=O)c1ccc(CN2C(=O)[C@@H]3C[C@@H](O)CN3C3(CN(CC4CCCCC4)C3)C2=O)cc1	i
CCc1ccccc1NC(=O)Cn1c(=O)oc2ccccc21	-15%
COc1cc2c(cc1OCC1CCCC1)N([S+](=O)([O-])c1cccc(C(F)(F)F)c1)CC21CCN(CC(=O)O)CC1	?
COCC(=O)N(C)C(C)c1cccs1 (stereo not drawn)	2%[44.1 µM]
O=C(c1nc(-c2ccc(Cl)cc2)n2c1CCCCC2)N1CCN(c2ccccc2)CC1	20%
CC(C)N1CCC(CCN2C(=O)[C@H]3CN(S(=O)(=O)c4ccccc4)C[C@H]3C2=O)CC1	i
COc1cc(OC)c(OC)cc1CNCCCSc1nnnn1C	14%
Cc1ccc(C)c(NC(=O)Nc2cccc(-c3cn4cccnc4n3)c2)c1	-10%
CCC(C(=O)Nc1ccc(C(C)C)cc1)n1nc(C)n2c(cc3cc(C)ccc32)c1=O (stereo not drawn)	-21%
FC(F)(F)c1cc(-c2ccccc2)nc2cc(-c3ccccc3)nn12	12%
COc1nc2c(cc1CNC(=O)C1COCCO1)C(=O)N(C1CCCC1)C2 (stereo not drawn)	-19%
O=C(NCc1c(-n2cccc2)sc2c1CCCC2)Nc1cccc(C(F)(F)F)c1	?

Individual results from the entries so far.
COCC(=O)N(C)C(C)c1cccs1 (stereo not drawn) in Pf Dd2 growth is entered as 2%[44.1 µM]
CCc1ccccc1NC(=O)Cn1c(=O)oc2ccccc21 in Pf Dd2 growth is entered as -15%
Cc1ccc(C)c(NC(=O)Nc2cccc(-c3cn4cccnc4n3)c2)c1 in Pf Dd2 growth is entered as -10%
